Chronic BCR inh = qHTS Assay to Find Inhibitors of Chronic Active B-Cell Receptor Signaling; ABC-DLBCL IkBa-CBG/CBR reporter, luminescence ratio, 4 h; Potency, µM (highest dose often 46.1 µM), inactives show at the highest dose ratio change, negative = lower green/red ratio, usual class: inhibitors; 0.05% of 340,000 active; active = well fitted inhibition curve with a large enough effect in the signal ratio, with a control signal flat, not every such curve was filed as active; inconclusive = small, poorly fitted or top-dose-only effect, or effect the other way, or a change in a side signal; the % refers to the signal ratio;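 also: potency is read from the fitted curve at half-maximal effect; plate controls were basal doxycycline-induced cells for no effect and cells given 10 µM MG132 for full effect; MG132 reads +100%, hits lower the ratio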
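TMD8 human ABC-DLBCL cells with doxycycline-inducible IκBα–green luciferase fusion and unfused red luciferase, in 0.5% FBS medium; compounds up to 46 uM, 4 h at 37C. Green/red luminescence ratio, filter-overlap corrected, fitted to concentration-response curves.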
Tb PFK inh = qHTS Assay to Find Inhibitors of T. brucei phosphofructokinase. 0.17% of 330,000 active. ATP-dependent 6-phosphofructokinase (Trypanosoma brucei brucei), O15648. T. brucei PFK, ADP-Glo luminescence. Potency, µM (highest dose often 57.5 µM), without a hit: at the highest dose activity, negative = inhibition, hits mostly inhibitors;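 also: potency is read from the fitted curve at half-maximal effect; 0% = uninhibited 1x PFK enzyme wells and -100% = no-enzyme wells; nearly all actives have a fitted effect of over 60% in size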
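Luminescent ADP detection (ADP-Glo, two-step: ATP depletion then ADP-to-ATP conversion for luciferase) reported PFK activity after 45 min room-temperature reaction of 1.25 nM enzyme with 0.5 mM F6P and 0.1 mM ATP at pH 8.0.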
USP2a inh = qHTS Assay for Inhibitors of Ubiquitin-specific Protease USP2a Using CHOP2 as the Reporter. Ubiquitin carboxyl-terminal hydrolase 2 (Homo sapiens), O75604. USP2 core, Ub-CHOP2 coupled fluorogenic reporter, 485/531. Potency, µM (titrated, usually from 38.3 µM), for the others: top-dose activity change, negative = inhibition, usual class: inhibitors. 0.01% of 330,000 active. AID 463254, 2010;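 also: potency is read from the fitted curve at half-maximal effect; plate controls were DMSO wells for no effect and full inhibition by NEM control for full effect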
Target sequence (O75604 whole entry, looked up): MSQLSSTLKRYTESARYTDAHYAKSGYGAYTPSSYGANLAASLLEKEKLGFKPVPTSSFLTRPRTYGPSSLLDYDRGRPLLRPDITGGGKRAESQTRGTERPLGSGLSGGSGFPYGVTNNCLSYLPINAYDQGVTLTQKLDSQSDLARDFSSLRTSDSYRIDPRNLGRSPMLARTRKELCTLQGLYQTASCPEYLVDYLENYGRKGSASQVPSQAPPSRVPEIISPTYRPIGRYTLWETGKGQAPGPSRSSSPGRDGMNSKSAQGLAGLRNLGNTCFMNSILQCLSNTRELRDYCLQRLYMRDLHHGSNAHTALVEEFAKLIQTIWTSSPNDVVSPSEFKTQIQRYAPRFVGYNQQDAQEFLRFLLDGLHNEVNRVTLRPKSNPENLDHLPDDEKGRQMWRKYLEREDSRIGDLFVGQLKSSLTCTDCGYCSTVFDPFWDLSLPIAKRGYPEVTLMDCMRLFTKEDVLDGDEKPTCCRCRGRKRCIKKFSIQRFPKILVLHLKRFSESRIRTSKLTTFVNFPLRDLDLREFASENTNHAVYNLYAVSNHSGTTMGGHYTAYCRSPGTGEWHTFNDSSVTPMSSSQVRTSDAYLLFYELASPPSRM
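USP2 core (10nM final) preincubated 30min RT with compound in 20mM Tris-HCl pH 8.0, 2mM CaCl2, 2mM beta-mercaptoethanol, 0.05% CHAPS; 25nM Ub-CHOP2 plus 25nM reporter substrate added, fluorescence (Ex485/Em531) read after 60min.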
B2AR arrestin = qHTS assay of beta-arrestin-biased ligands of beta2-adrenergic receptor | beta-arrestin recruitment to beta2AR, cell-based reporter | 0.02% of 330,000 active | AID 492947, 2010 | Potency, µM (doses to about 46.1 µM), for inactives: at the highest dose activation, usual class: activators | Beta-2 adrenergic receptor (Homo sapiens), P07550;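 also: potency is read from the fitted curve at half-maximal effect; 0% = DMSO controls and full agonism = EC100 isoproterenol or metaproterenol; nearly all actives have a fitted effect of over 65% in size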
TSHR antag = Antagonists of the Thyroid Stimulating Hormone Receptor: HTS campaign | AID 504810, 2011 | activity change, negative = inhibition, % at 11.5 µM | TSHR-expressing cells, TSH-stimulated cAMP HTRF, 2 h; hits give low values | 0.2% of 330,000 active | Thyrotropin receptor (Homo sapiens), P16473;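 active = activity change below a set negative limit, meaning inhibition stronger than a set level, cut at about -70% in these data; inconclusive = activity change between two set negative limits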; also: % is scaled to controls: 0 for no effect and ±100 for the full control effect
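Inhibition of cAMP made by TSHR-expressing cells under TSH stimulation (4nM final, EC80; 2 h, 37 deg C) is quantified with a one-step lysis HTRF kit, anti-cAMP cryptate versus cAMP-d2.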
PTAP TSG101 blk = qHTS Assay for Iinhibitors of HIV-1 Budding by Blocking the Interaction of PTAP/TSG101; Tumor susceptibility gene 101 protein (Homo sapiens), Q99816; Fluorescence polarization, FITC-PTAP peptide / Tsg101 binding; Potency, µM (top dose mostly 115 µM), for the others: at the top dose activity change, negative = inhibition, usual class: inhibitors; 340,000 tested, under 10 active; AID 493005, 2010; active = well fitted inhibition curve with a large enough effect in the main read-out, with a control signal flat, not every such curve was filed as active; inconclusive = small, poorly fitted or top-dose-only effect, or effect the other way, or a change in a side signal; inactive = no such curve, though single readings can be large or run the other way; also: potency is read from the fitted curve at half-maximal effect; % of control where 0% means no effect
Target sequence (Q99816 whole entry, looked up): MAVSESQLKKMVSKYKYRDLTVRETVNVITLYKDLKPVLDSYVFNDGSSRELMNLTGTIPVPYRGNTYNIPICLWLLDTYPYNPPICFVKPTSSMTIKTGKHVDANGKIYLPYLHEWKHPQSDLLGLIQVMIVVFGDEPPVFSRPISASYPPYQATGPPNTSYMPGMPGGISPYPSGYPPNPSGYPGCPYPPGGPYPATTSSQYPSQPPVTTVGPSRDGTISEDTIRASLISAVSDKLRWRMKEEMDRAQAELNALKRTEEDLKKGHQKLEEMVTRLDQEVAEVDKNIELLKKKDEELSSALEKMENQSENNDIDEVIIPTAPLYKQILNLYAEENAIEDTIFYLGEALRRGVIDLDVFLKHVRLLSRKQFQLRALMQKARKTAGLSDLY
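Compounds were pin-transferred onto Tsg101 binding domain (10 uM final) in HEPES pH 7.5 buffer, then FITC-PTAP peptide was added at 50 nM final. After 20 min at RT, polarization reported peptide displacement across a qHTS concentration series.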
TCR activator = Activators of T cell receptors: qHTS campaign | primary human leukocytes, anti-CD3, IL-2 HTRF, 48 h | Potency, µM (series often up to 9.22 µM), inactives show at the top dose activation of IL-2 secretion, actives largely listed as activators | 330,000 tested, under 10 active | AID 504894, 2011; also: % of control where 0% means no effect
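Readout: HTRF IL-2, Eu-cryptate/d2 antibody pair, 320nm excitation, 665nm emission. Stimulus: a-CD3 beads, no co-stimulation. Cells: primary human leukocytes. Exposure: 48 hr with compound.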
Mito fusion yeast = qHTS Assay for Small Molecule Inhibitors of Mitochondrial Division or Activators of Mitochondrial Fusion; S. cerevisiae fusion-defective mutant growth rescue, CellTiterGlo 48 h; Potency, µM (highest dose often 46.1 µM), without a hit: top-dose growth rescue (activation), usual class: activators; 0.23% of 320,000 active; AID 485298, 2010;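 also: potency is read from the fitted curve at half-maximal effect; % of control where 0% means no effect; nearly all actives have a fitted effect of over 45% in size; temperature-sensitive fusion mutants such as fzo1-1 at 37 °C on non-fermentable ethanol glycerol medium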
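Growth-rescue viability read-out: after 48 h at the non-permissive 37C in glycerol/ethanol YPEG, yeast mitochondrial fusion mutants are measured by CellTiterGlo luminescence; compounds (23 nl pinned per well) restoring growth score as division inhibitors or fusion activators.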
ELG1 repair inh = qHTS screen for small molecules that inhibit ELG1-dependent DNA repair in human embryonic kidney (HEK293T) cells expressing luciferase-tagged ELG1; HEK293T ELG1-luciferase reporter, luminescence, 16 h; DNA damage induced by 5-fluorouridine; Potency, µM (doses to about 46.1 µM), for inactives: at the top dose activity change, negative = inhibition, hits mostly inhibitors; 2.3% of 330,000 active; AID 504467, 2011; also: potency is read from the fitted curve at half-maximal effect; % is scaled to controls: 0 for no effect and ±100 for the full control effect; nearly all actives have a fitted effect of over 55% in size
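Quantitative HTS, concentration-response format. 2,000 cells/well co-treated with 5-fluorouridine and compound, 16 hr in 5% CO2 at 37 °C; ONE-Glo luminescence read after 30 min.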
Eya2 phos inh = qHTS Assay for Inhibitors of the Phosphatase Activity of Eya2 | recombinant Eya2, OMFP fluorescence dephosphorylation (OMFP is methylfluorescein phosphate) | Potency, µM (titrated, usually from 76.9 µM), inactives show top-dose activity, negative = inhibition, hits mostly inhibitors | 0.006% of 330,000 active; also: potency is read from the fitted curve at half-maximal effect; % is scaled to controls: 0 for no effect and ±100 for the full control effect
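Eya2 (0.2 uM) preincubated 10 min at ambient with compound, then OMFP substrate added at 50 uM; 10 min reaction in 50 mM HEPES pH 7.5, 50 mM NaCl, 5 uM MgCl2, 0.05% BSA, 1 mM DTT. Fluorescence read at Ex 485/Em 525 nm.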
uPA surface inh = qHTS for Inhibitors of Cell Surface uPA Generation; 0.31% of 330,000 active; cell surface uPA generation assay, qHTS; AID 540303, 2011; Potency, µM (doses to about 38.3 µM), inactives show at the highest dose activity change, negative = inhibition, actives largely listed as inhibitors; active = well fitted inhibition curve with a large enough effect; inconclusive = small, poorly fitted or top-dose-only effect; inactive = no such curve, though single readings can be large or run the other way; tested in mouse RAW 264.7 cells; also: potency is read from the fitted curve at half-maximal effect; % is scaled to controls: 0 for no effect and ±100 for the full control effect; nearly all actives have a fitted effect of over 55% in size
* hit, by the source's call; u = inconclusive; x = not tested or not shown; [ ] = another dose, or the depositor's remark. Unless noted, calls follow the shape of the dose curve; as a rule, active = well fitted curve in the direction sought with a large enough effect; inconclusive = small, poorly fitted or top-dose-only effect, or another doubt; inactive = no such curve, though single readings can be large; an effect the other way counts as inactive or inconclusive.

SMILES | Chronic BCR inh | Tb PFK inh | USP2a inh | B2AR arrestin | TSHR antag | PTAP TSG101 blk | TCR activator | Mito fusion yeast | ELG1 repair inh | Eya2 phos inh | uPA surface inh
CCC(C)c1ccc(NC(=O)CC(C)=O)cc1 (configuration not stated) | -16% | 1% | -2% | 0.5% | -4 | -10% | -2% | 12% | u | 2% | -1%
COc1ccc2nc(-n3c(O)c(C4=c5ccccc5=NC4=O)[nH]c3=S)sc2c1 | u | 1% | -9% | -0.7% | -31 | -3% | 7%[46.1 µM] | 0% | 17% | -3% | 0%
CCN(C(=O)COC(=O)c1sccc1C)c1c(N)n(Cc2ccccc2)c(=O)[nH]c1=O | 0% | -2% | 1% | 0.3% | -7 | -2% | 3% | -4% | 8% | -4% | -1%
CNC(=O)c1[nH]cnc1C(=O)N[C@@H](C)C(=O)OCc1ccccc1 | 10% | u | 0% | 0.5% | 4 | -3% | -4% | u | u | 9% | 2%
CCCCCCn1c(N2CCN(c3ccccc3)CC2)nc2c1c(=O)[nH]c(=O)n2C | 3% | -1% | 0% | 0.0% | -6 | -4% | 3%[46.1 µM] | u | u | -7% | 0%
O=C(Cn1ncc2c(=O)oc3ccccc3c21)NCCCN1CCCC1=O | 5% | -4% | 6% | -0.8% | 14 | 0% | 1%[46.1 µM] | -5% | 16% | -25% | 2%
N#Cc1c(SCC(=O)Nc2nccs2)sc2c(O)cc(=O)[nH]c12 | u | 1% | -1% | 0.1% | -1 | -10% | 2% | -5% | 26% | -6% | 2%
O=C(NCCN1CCOCC1)C1CCN(c2nc3ccccc3o2)CC1 | 0% | -5% | 1% | -0.1% | 1 | 1% | 0% | 3% | 0% | -16% | x
Cc1cc(=O)[nH]c(N/N=C/c2ccc(Cl)c([N+](=O)[O-])c2)n1 | -4% | -1% | 1% | -1.1% | -6 | -4% | -3% | -2% | -6% | -18% | -1%
COc1ccccc1NC(=O)c1ccc(NC(=O)COC(=O)CC(NC(=O)c2ccccc2Cl)c2ccccc2)cc1 (configuration not stated) | 3% | -1% | 3% | -0.2% | -10 | -3% | 3% | -1% | -7% | -3% | 3%
CC1(C)CC(=O)C2=C(C1)OC1=C(C2)C(=O)CC(C)(C)C1 | -3% | -2% | 0% | -0.6% | 5 | -3% | 8%[46.1 µM] | 6% | 6% | 3% | 1%
CCC1(c2ccc(F)cc2)NC(=O)N(CC(=O)N2c3ccccc3NC(=O)CC2C)C1=O (configuration not stated) | 5% | 7% | 2% | 0.1% | 25 | -10% | -2% | 0% | 21% | -1% | 7%
COc1ccccc1N1C(=O)CC(Nc2ccc(N3CCOCC3)cc2)C1=O (configuration not stated) | u | 1% | -4% | -0.4% | 2 | -2% | 5% | 1% | 1% | 25% | -1%
C[N+]1(CC(=O)NNc2c3ccccc3nc3ccccc23)CCOCC1 | -3% | 1% | 1% | 0.0% | -34 | x | x | 0% | -5% | -11% | x
COc1ccc(Cc2nnc(NC(=O)Nc3ccc(C)cc3)s2)cc1OC | u | 8% | 2% | -0.1% | -8 | 2% | 0% | 7% | u | 3% | 5%
Cc1ccc(CSc2nnc(CCNC(=O)OC(C)(C)C)o2)cc1 | -5% | 3% | -1% | -0.6% | -12 | -4% | -2% | 2% | 11% | -23% | 11%
Cc1ccc(C2CC(C(F)(F)F)n3nc(C(=O)NCC4CCCO4)cc3N2)cc1 (configuration not stated) | -2% | -4% | 1% | 0.4% | 1 | x | x | -13% | -13% | 0% | x
Cn1c(=O)c2c(nc(CN3CCN(Cc4ccccc4)CC3)n2Cc2ccc(F)cc2)n(C)c1=O | 3% | -4% | -1% | 0.0% | -2 | -1% | 6% | -4% | u | -4% | 4%
Clc1ccc(SCCOCCN2CCOCC2)cc1 | 0% | -1% | -4% | 0.1% | -6 | -5% | 1% | 4% | -4% | -11% | 12%
CCOC(=O)c1[nH]c(C)c(C(=O)NC2CCN(C(=O)OCC)CC2)c1C | -2% | -1% | -3% | -0.1% | 28 | -1% | 0% | 4% | -10% | 24% | 7%
C=CCOc1c(Br)cc(CNn2c(C)n[nH]c2=S)cc1OCC | -20% | -4% | -1% | 0.1% | -14 | 1% | -2% | -10% | 7% | 7% | -6%
COc1ccc(Cn2nnnc2C(c2cccs2)N2CCN(c3ccc([N+](=O)[O-])cc3)CC2)cc1 (configuration not stated) | -5% | 0% | -1% | 0.2% | -50 | -4% | 1% | 5% | -6% | 8% | -7%
COc1ccc(Oc2c(C)oc3c(CN4CCOCC4)c(O)ccc3c2=O)cc1 | -2% | -4% | 2% | 0.0% | -8 | 0% | 1% | 0% | -2% | 12% | 3%
CCN(CC)S(=O)(=O)c1ccc(OC)c(NC(=O)OCc2ccccc2)c1 | u | 8% | 1% | -0.3% | x | -1% | 2% | -7% | -16% | 11% | -8%
COc1cccc(C(=O)Nc2ccc(N3CCN(C(=O)c4cccs4)CC3)cc2)c1 | u | 1% | 1% | -0.9% | 3 | -2% | -3% | 4% | u | u | u
CC(C)C(=O)NC(Nc1cc(C(F)(F)F)ccc1Cl)C(Cl)(Cl)Cl (configuration not stated) | u | 2% | 1% | 0.2% | -45 | -3% | -7%[46.1 µM] | -4% | -1% | -2% | 2%
CC(=O)N1CC[n+]2c(-c3ccc([N+](=O)[O-])cc3)csc21 | 6% | -16% | -5% | -1.1% | 8 | 5% | -1% | 4% | 2% | -9% | 3%
O=C(Nc1cccc(C(=O)O)c1)/C(=C\c1ccccc1)NC(=O)c1cccc2ccccc12 | -1% | -13% | 1% | 0.1% | 0 | -7% | -3% | 2% | 5% | 9% | 0%
C/C(=N/NC(=O)c1cnccn1)c1cccs1 | -12% | -12% | -1% | -0.4% | 1 | 0% | 0%[46.1 µM] | -6% | u | 3% | -1%
O=C(Cc1ccccc1[N+](=O)[O-])Nc1ccccc1C(=O)N1CCCC1 | -14% | -6% | -2% | -0.3% | 11 | -3% | x | -1% | 8% | 3% | 3%
COc1ccc(NC(=O)CC2SC(=NCC3CCCO3)NC2=O)c([N+](=O)[O-])c1 (configuration not stated) | 3% | 0% | 1% | -0.6% | -2 | -9% | 9% | -4% | -10% | -7% | 7%
CC1(C)CC(NC(=O)C23CCC(C)(C(=O)C2)C3(C)C)CC(C)(C)N1 (configuration not stated) | 0% | 5% | 0% | 0.3% | 0 | -1% | 0% | 0% | -1% | -9% | x
COc1ccc(CCN(Cc2ccccn2)C(=S)Nc2ccc(C)cc2)cc1OC | -7% | -1% | 0% | -0.2% | 9 | 0% | -7% | -5% | -18% | -5% | 9%
COCCSc1ccccc1C(=O)N1CCN(Cc2ccccc2)CC1 | -7% | -5% | 12% | -0.7% | -5 | -4% | 0% | -1% | -1% | 7% | 6%
CCOc1cc(NC(=O)c2ccccc2C)c(OCC)cc1NC(=O)C1=Cc2ccccc2OC1 | 0% | -1% | 4% | -0.4% | 4 | -5% | 4% | -6% | -13% | -32% | 1%
CCOc1cccc(C(=O)NC(=S)Nc2ccc(N3CCN(CC)CC3)cc2)c1 | -1% | 2% | 1% | 0.1% | 2 | 1% | 2% | -10% | u | -1% | 8%
O=C(Nc1ccc2c(c1)OCCO2)c1ccc2nccnc2c1 | u | -17% | 2% | 0.0% | -9 | -7% | 0% | -29% | u | -8% | u
CCOCCn1c(=NC(=O)c2cc(Cl)sc2Cl)sc2cc(S(N)(=O)=O)ccc21 | -3% | 0% | 1% | -1.9% | 5 | x | 2%[46.1 µM] | 1% | 14% | 2% | x
Cc1cc(C)c(C(=O)NC2CCCc3c2cnn3-c2cccc(C)c2C)o1 (configuration not stated) | -8% | 1% | 0% | 0.6% | -17 | -9% | 0% | 3% | 12% | 3% | 1%

Source: PubChem BioAssay
